APJ antagonist = antagonists of human apelin receptor APJ, primary screen, CHO-K1 cells, beta-arrestin complementation, luminescence | AID 2521, 2010 | 0.32% of 330,000 active | inhibition, % at 20 µM | P35414;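 active = inhibition above about 40% at 20 µM, limit read from the data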;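 also: cells challenged with 10 nM apelin-13 agonist together with compound; plate controls were apelin-13 plus DMSO wells for no effect and DMSO wells lacking apelin-13 for full effect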
APJ ag = agonists of human apelin receptor APJ, primary screen, CHO-K1 cells, PathHunter beta-arrestin, luminescence; P35414; 0% DMSO wells, 100% apelin; activation, % at 20 µM; 0.11% of 330,000 active; AID 2520, 2010;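 active = activation more than six SD over the plate average, tested at 20 µM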;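 also: 0% = DMSO alone and 100% = apelin-13 at 10 nM; some results filed as inactive read as strong as hits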
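Assay system: engineered CHO-K1 APJ arrestin reporter cells; Amount: 1000 CHO-K1 reporter cells seeded per well; Dosing: one dose, 20 µM compound, 1% DMSO; Times: compound stimulation 90 min at 25 °C, detection 60 min; Measured by: luminescent beta-gal fragment complementation, chemiluminescent substrate; Read-out: APJ–arrestin association signal; Controls: DMSO vs Apelin-13 10 nM.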
CCR6 antag = CCR6 receptor antagonists, primary screen, cell-based, CHO-K1, luminescence, beta-arrestin, uHTS; C-C chemokine receptor type 6 (Homo sapiens), P51684; CHO-K1 CCR6 PathHunter beta-arrestin, CCL20-stimulated; inhibition, % at 20 µM; 0.49% of 340,000 active;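 active = compounds whose inhibition of the agonist-driven luminescence signal at 20 µM reaches about 50%, limit read from the data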;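 also: cells stimulated with CCL20 at 14 nM final; plate controls were DMSO with CCL20 for no effect and DMSO without agonist for full effect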
Target sequence (P51684 whole entry, looked up): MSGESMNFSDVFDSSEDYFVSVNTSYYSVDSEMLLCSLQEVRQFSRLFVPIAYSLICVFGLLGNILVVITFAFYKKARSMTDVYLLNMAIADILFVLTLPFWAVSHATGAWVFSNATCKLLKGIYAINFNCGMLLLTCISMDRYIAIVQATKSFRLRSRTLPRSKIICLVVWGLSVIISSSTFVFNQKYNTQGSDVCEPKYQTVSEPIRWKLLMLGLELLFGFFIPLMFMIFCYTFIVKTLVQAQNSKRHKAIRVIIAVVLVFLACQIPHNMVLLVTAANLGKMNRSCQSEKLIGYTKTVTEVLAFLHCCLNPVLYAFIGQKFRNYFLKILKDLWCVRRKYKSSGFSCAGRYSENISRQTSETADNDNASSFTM
UBC13 polyUb = UBC13 polyubiquitin chain formation inhibitors, primary screen, biochemical, TR-FRET, uHTS; Ubiquitin-conjugating enzyme E2 N (Homo sapiens), P61088; inhibition, % at 20 µM; 0.47% of 330,000 active; in the data active = inhibition above about 45%, passing the limit was not always enough
Target sequence (P61088 whole entry, looked up): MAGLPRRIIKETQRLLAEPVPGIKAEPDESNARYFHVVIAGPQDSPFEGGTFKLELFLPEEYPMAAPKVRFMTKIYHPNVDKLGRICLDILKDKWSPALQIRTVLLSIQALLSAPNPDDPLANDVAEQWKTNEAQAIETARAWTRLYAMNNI
EBI2 block = EBI2 receptor antagonists, beta-arrestin recruitment, primary screen, cell-based, luminescence, 7a,25-OHC stimulation, uHTS; G-protein coupled receptor 183 (Homo sapiens), P32249; 0.81% of 360,000 active; inhibition, % at 5 µM; 7a,25-OHC stimulated; in the data active = inhibition above about 38%;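 also: enzyme fragment complementation signal reports receptor beta-arrestin coupling in cells; 0% = agonist plus DMSO wells and 100% = wells without agonist; some results beyond the cut were filed as inactive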
Target sequence (P32249 whole entry, looked up, the tested form may be a part): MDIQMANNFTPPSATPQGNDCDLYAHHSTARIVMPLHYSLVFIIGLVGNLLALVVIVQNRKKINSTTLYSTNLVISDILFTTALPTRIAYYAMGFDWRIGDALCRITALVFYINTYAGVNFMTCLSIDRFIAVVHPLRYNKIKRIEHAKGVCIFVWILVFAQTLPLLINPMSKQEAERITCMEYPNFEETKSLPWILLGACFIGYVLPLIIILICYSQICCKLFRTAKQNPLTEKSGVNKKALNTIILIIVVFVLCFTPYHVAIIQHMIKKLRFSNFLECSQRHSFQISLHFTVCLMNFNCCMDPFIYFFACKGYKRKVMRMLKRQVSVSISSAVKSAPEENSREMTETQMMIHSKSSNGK
ATG4B inhibitor = ATG4B protease inhibitors, primary screen, biochemical, fluorescence, uHTS; ATG4B cleavage of LC3-PLA2, NBD-HPC fluorescence, 1 h; inhibition, % at 8.33 µM; AID 504462, 2011; 0.51% of 340,000 active; in the data active = inhibition above about 40%
Gli-Sufu block = Gli-Sufu pathway antagonists, primary screen, luciferase luminescence, Sufu-KO-LIGHT cells, uHTS. inhibition, % at 5 µM. 0.74% of 340,000 active. Sufu-KO-LIGHT fibroblasts, Gli luciferase reporter luminescence. AID 588413, 2011;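 active = inhibition above about 55%, limit read from the data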;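 also: 0% = DMSO-treated cells and 100% = wells with medium but no cells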
CXCR6 inh = CXCR6 receptor inhibitors, primary screen, cell-based, beta-arrestin, luminescence, CHO-K1 PathHunter, 1536-well | AID 602244, 2012 | 0.36% of 360,000 active | inhibition, % at 20 µM; in the data active = inhibition above about 34%, passing the limit was not always enough;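 also: antagonist mode with CXCL16 agonist at 10 nM final; 0% = 10 nM CXCL16 with DMSO and 100% = unstimulated wells without agonist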
An asterisk follows results filed as active; i = inactive; . = not tested or not shown.

SMILES	APJ antagonist	APJ ag	CCR6 antag	UBC13 polyUb	EBI2 block	ATG4B inhibitor	Gli-Sufu block	CXCR6 inh
O=C(C1CCC1)N1CCc2cc(S(=O)(=O)N3CCN(c4ccccn4)CC3)ccc21	-2	-3	20	-6	-4	-14	11	14
CN(C)c1nc(NCc2ccccc2)nc(N/N=C/c2ccc3c(c2)OCO3)n1	2	1	-9	-4	6	10	18	8
CCCCC(=O)NC(c1ccco1)c1c(O)ccc2ccccc12 (configuration not stated)	-13	-2	6	-3	10	-10	-6	-14
CC(C)c1ccc(/C=C2\SC(=O)N(CC(=O)NC3C=CS(=O)(=O)C3)C2=O)cc1 (configuration not stated)	-3	6	-5	-19	22	12	12	-3
O=C(O)c1[nH]c2ccc(Cl)cc2c1CC(=O)N1CCN(c2ccccc2)CC1	5	-1	-8	-7	-22	0	8	-3
CCCc1c(C(=O)Nc2cc(C(C)(C)C)on2)cnn1-c1ccccc1	-7	-1	-8	7	-1	7	2	-4
CCOC(=O)N=S(N)(=O)c1ccccc1 (configuration not stated)	-20	3	-5	-3	2	-2	-9	-3
Cc1ccc(SCCCCN2C(=O)NC(C)(C)C2=O)cc1	12	-1	6	0	-1	-8	3	-5
CCc1ccc(-c2cc3c(=O)n(CC(=O)NCc4ccccc4F)ncn3n2)cc1	-5	0	-2	0	-6	6	14	-2
O=S(=O)(c1ccc(F)cc1)N1CCCN(Cc2c(F)cccc2F)CC1	22	-4	7	5	-4	6	16	0
Cc1cccc(-n2cnc(C(=O)Nc3cccnc3)c2)n1	-4	4	13	-4	5	-5	-54	-7
CCn1c2ccccc2c2cc(CN3CCN(S(C)(=O)=O)CC3)ccc21	1	4	-11	44	-5	-21	-2	-10
COCCN1C(=O)N[C@@H](CCc2ccccc2)C(C(C)=O)=C1C	0	4	-2	-6	.	0	-1	.
O=C(Oc1ccc(C(=S)N2CCOCC2)cc1)c1cccc([N+](=O)[O-])c1	2	-3	15	0	4	2	-5	0
Cc1cc(NC(=O)CSc2nnc(Nc3ccccc3C)s2)no1	12	-2	13	1	9	0	6	4
O=C(Nc1ccccc1)c1cccc(S(=O)(=O)N2CCCCC2)c1	11	-4	5	8	9	-1	1	-4
CN=C1SC(CC(=O)Nc2c(C)cccc2C)C(=O)N1/N=C/c1cccs1 (configuration not stated)	-3	1	-3	8	3	5	3	2
Cc1ccc(CNC(=O)c2cc3c(=O)n(C)c4ccccc4c3n2C)o1	18	1	6	8	-4	4	3	-6
CCOC(=O)C1(Cc2ccccc2)CCN(Cc2ccc3cc(NC(C)=O)ccc3n2)CC1	-12	-2	6	-2	-2	2	18	1
Cc1cccc([C@@H]2[C@@H]3C(=O)N(Cc4ccccc4)C(=O)[C@@H]3[C@]3(C)C(=O)N(c4cccc(Cl)c4)C(=O)N23)c1	10	9	-4	10	2	-5	-11	11
O=C(CSc1nc2cc(Cl)ccc2s1)N1CCN(C(=O)c2ccco2)CC1	-9	0	10	6	6	-10	-1	-4
O=c1[nH]c(-c2ccccc2)ncc1Oc1ccccc1	3	-2	-8	-6	10	-18	-5	3
COc1ccc(CN2CCNC(=O)C2CC(=O)N2CCc3ccccc3C2)c(OC)c1 (configuration not stated)	5	-2	-1	2	6	12	-6	2
Cc1cccc(CN2CCN(C(=O)CN(C)C(C)C(=O)Nc3ccc(C(N)=O)cc3)CC2)c1 (configuration not stated)	14	-2	1	1	3	-9	-4	-6
CCCSc1nnc(-c2c[nH]c3ccccc23)n1C	0	-5	12	2	-3	3	-26	-3
CC1=NN(Cc2ccccc2)C(=O)/C1=C\c1ccc(N(C)C)cc1	26	-4	40	i	5	4	3	18
Cc1cccc(N2CCN(C(=O)c3cccc(N4C(=O)C5C6C=CC(C6)C5C4=O)c3)CC2)c1C (configuration not stated)	-13	-2	11	-4	7	-6	28	-1
CCC(C)(C)n1nnnc1CN(Cc1ccc(Cl)cc1)Cc1ccco1	3	-3	23	0	18	-6	5	9
O=S(=O)(c1ccc(Cl)nc1)N1CCc2ccccc21	-5	-3	2	20	-9	-1	3	-7
c1ccc(-c2nc(NCC3CCCO3)c3ccccc3n2)nc1 (configuration not stated)	22	-4	-16	-21	-15	-10	14	11
O=C(Nc1ccccc1)NC1CCCCC1	4	-3	-12	8	6	-9	11	-17
O=C(CN1CCN(c2ccc(Cl)cc2)CC1)c1ccc2c(c1)OCO2	-6	-1	13	0	1	0	-4	-3
Cc1cc(C)nc(N=Nc2c(O)n(Cc3ccc(Cl)cc3)c3ccccc23)n1	-8	-3	3	5	36	-26	-10	16
CCCCn1c(NCc2ccccc2NS(=O)(=O)c2ccc(C)cc2)nc2ccccc21	-10	-2	24	-4	14	2	9	1
O=C(O)C1CSC(c2ccco2)N1 (configuration not stated)	4	-3	19	8	-5	8	8	5
O=C(CSc1nc(O)c(C2CCCCC2)c(=O)[nH]1)Nc1ccc(F)cc1	22	1	5	1	-2	-1	9	-10
COc1ccc(CC(=O)N/N=C(/C)CC(=O)N(C)c2ccccc2)cc1	-10	1	8	-9	-2	1	-16	3
Cc1ccc(SCC(=O)c2cc(C)c(OC(=S)N(C)C)c(C)c2)cc1	7	-1	2	5	18	1	-3	-11
CC(Oc1ccccc1)C(=O)NNC(=O)c1ccccn1 (configuration not stated)	-16	0	2	5	-5	-3	2	-15
Cc1ccc(SCCC(=O)NNC(=O)c2ccccc2F)cc1	5	-1	6	3	-1	2	3	5
COc1ccc(-n2c(=O)c(CCC(=O)N3CCC(C)CC3)nc3ccccc32)cc1	2	-3	20	1	-22	9	4	17
CCOC(=O)C1(CCc2ccccc2)CCN(C(=O)CN2C(=O)CSC2=O)CC1	5	-3	15	0	0	5	5	5
C=C(C)Cn1c(-c2cccs2)n[nH]c1=S	-10	-2	0	12	-7	3	-1	-8
CCCCC1CN2CCc3c([nH]c4ccccc34)C2(C)C1 (configuration not stated)	-9	-3	3	10	3	7	17	-8
O=C(NCc1cccc(C(F)(F)F)c1)C1CCCN(c2cnccn2)C1 (configuration not stated)	-13	12	13	0	0	5	2	0
CN(C(=O)COC(=O)c1ccccc1Cc1ccccc1)C1CCS(=O)(=O)C1 (configuration not stated)	3	-4	-3	2	0	-2	-4	6
O=C(Nc1cccnc1Cl)c1cccc(S(=O)(=O)N2CCOCC2)c1	0	6	5	-2	4	-3	1	2
O=[N+]([O-])c1cccc2ncccc12	4	0	8	-9	-5	0	1	-5
Cn1cc(Br)c(C(=O)NNC(=O)Cc2ccc(Cl)cc2)n1	2	0	-13	-4	2	-4	4	4
COc1ccc(C(=O)NCCc2nnc(SCC(=O)Nc3ccc(Br)cc3)n2C)cc1	-9	-2	5	2	-4	-22	-4	-2
CS(=O)(=O)Nc1cccc(C2=NN(S(=O)(=O)c3ccc(F)cc3)C(c3cccs3)C2)c1 (configuration not stated)	8	-4	11	7	8	-8	4	9
CCN(CC)S(=O)(=O)c1ccc(/C=C/C(=O)OCC(=O)Nc2cccnc2Cl)cc1	7	-1	3	-7	-8	-6	8	-6
COc1ccccc1Nc1c([N+](=O)[O-])cc(C)cc1[N+](=O)[O-]	-3	-1	9	-115	-7	-2	-4	2
CCc1c(C(=O)OC)nnc2cc(C)nn12	5	1	-8	-11	-1	7	1	-5
CN(CC(=O)Nc1ccc(S(=O)(=O)N2CCCC2)cc1)CC(=O)Nc1ccc(F)c(F)c1F	-17	-5	2	5	1	-11	-1	-10
O=C(NC1CCCC1)C(c1ccsc1)N(C(=O)Cc1cccs1)c1ccc(F)cc1 (configuration not stated)	-1	1	-19	-4	-4	-13	3	2
C[C@@H]1CN([C@@H](C)CO)C(=O)c2cc(NC(=O)C3CC3)ccc2O[C@@H]1CN(C)C(=O)NC1CCCCC1	2	-4	12	5	-2	-4	-1	1
COc1ccc(Cc2nnc(N)s2)cc1	5	-5	0	7	-5	-7	2	-6
O=C(NN=C1CCCCC1)c1ccccc1-n1cccc1	-1	0	1	1	2	1	-1	-14
COc1ccc(N(C)S(=O)(=O)c2cccc(C(=O)NCC(c3cccs3)N(C)C)c2)cc1 (configuration not stated)	-44	-8	6	6	6	-2	10	8
Cc1ccc(S(=O)(=O)NC(=O)Nc2cccc([N+](=O)[O-])c2)cc1	11	-2	10	-2	-7	3	12	-2
O=C(NCc1ccncc1)c1cn(-c2ccccc2)nc1-c1cccnc1	9	-2	8	1	5	-9	7	-3

By substructure: those above with a Cl atom (10)
SMILES	APJ antagonist	APJ ag	CCR6 antag	UBC13 polyUb	EBI2 block	ATG4B inhibitor	Gli-Sufu block	CXCR6 inh
O=C(O)c1[nH]c2ccc(Cl)cc2c1CC(=O)N1CCN(c2ccccc2)CC1	5	-1	-8	-7	-22	0	8	-3
Cc1cccc([C@@H]2[C@@H]3C(=O)N(Cc4ccccc4)C(=O)[C@@H]3[C@]3(C)C(=O)N(c4cccc(Cl)c4)C(=O)N23)c1	10	9	-4	10	2	-5	-11	11
O=C(CSc1nc2cc(Cl)ccc2s1)N1CCN(C(=O)c2ccco2)CC1	-9	0	10	6	6	-10	-1	-4
CCC(C)(C)n1nnnc1CN(Cc1ccc(Cl)cc1)Cc1ccco1	3	-3	23	0	18	-6	5	9
O=S(=O)(c1ccc(Cl)nc1)N1CCc2ccccc21	-5	-3	2	20	-9	-1	3	-7
O=C(CN1CCN(c2ccc(Cl)cc2)CC1)c1ccc2c(c1)OCO2	-6	-1	13	0	1	0	-4	-3
Cc1cc(C)nc(N=Nc2c(O)n(Cc3ccc(Cl)cc3)c3ccccc23)n1	-8	-3	3	5	36	-26	-10	16
O=C(Nc1cccnc1Cl)c1cccc(S(=O)(=O)N2CCOCC2)c1	0	6	5	-2	4	-3	1	2
Cn1cc(Br)c(C(=O)NNC(=O)Cc2ccc(Cl)cc2)n1	2	0	-13	-4	2	-4	4	4
CCN(CC)S(=O)(=O)c1ccc(/C=C/C(=O)OCC(=O)Nc2cccnc2Cl)cc1	7	-1	3	-7	-8	-6	8	-6

Screening data (PubChem)
